mIAP act – activators of mouse IAP, primary screen, biochemical, luminescence, uHTS. intestinal alkaline phosphatase [Mus musculus]. muIAP, CDP-Star luminescence, 30 min; hits give high values; 1 = vehicle-only enzyme signal, 0 = enzyme-free wells. activation factor at 10 µM. 0.24% of 330,000 active. AID 2805, 2010;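 active = activation factor of at least 2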; also: the source names both 10 and 20 µM as test concentration; values of inactives mirror those of a sister screen read the other way
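Assay system: mouse IAP enzyme; Reagent: CDP-Star chemiluminescent phosphatase substrate; Compound: DMSO-dissolved test compounds; Incubation: 30 min, room temperature; Technique: luminescence from enzymatic CDP-Star hydrolysis; Controls: DMSO-only wells and no-enzyme negative control.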
hIAP block – human IAP inhibitors, primary screen, biochemical, luminescence, uHTS | purified IAP, CDP-Star luminescence, 30 min | 0.12% of 330,000 active | inhibition, % at 10 µM | Intestinal-type alkaline phosphatase (Homo sapiens), P09923;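 active = inhibition reaching a set limit with compound at 10 µM in the primary screen, cut at about 35% in these data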;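 also: plate controls were DMSO wells with enzyme for no effect and no-enzyme buffer wells for full effect; values of inactives mirror those of a sister screen read the other way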
Target sequence (P09923 whole entry, looked up): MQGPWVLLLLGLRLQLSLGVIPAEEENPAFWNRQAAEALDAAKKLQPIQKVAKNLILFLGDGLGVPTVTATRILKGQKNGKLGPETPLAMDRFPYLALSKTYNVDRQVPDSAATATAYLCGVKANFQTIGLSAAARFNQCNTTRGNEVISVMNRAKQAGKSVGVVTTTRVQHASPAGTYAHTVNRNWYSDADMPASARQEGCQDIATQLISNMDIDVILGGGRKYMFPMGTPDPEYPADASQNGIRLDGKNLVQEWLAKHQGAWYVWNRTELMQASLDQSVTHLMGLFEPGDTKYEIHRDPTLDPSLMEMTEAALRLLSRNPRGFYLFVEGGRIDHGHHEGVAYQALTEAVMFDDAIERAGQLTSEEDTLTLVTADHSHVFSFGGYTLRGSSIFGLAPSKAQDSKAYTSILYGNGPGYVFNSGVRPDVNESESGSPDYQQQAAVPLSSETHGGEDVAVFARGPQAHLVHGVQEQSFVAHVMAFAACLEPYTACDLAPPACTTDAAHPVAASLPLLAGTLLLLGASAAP
APOBEC3G inh – APOBEC3G DNA deaminase inhibitors, primary screen, biochemical, fluorescence, single-stranded DNA substrate, uHTS. 0.28% of 330,000 active. inhibition, % at 20 µM. DNA dC->dU-editing enzyme APOBEC-3G (Homo sapiens), Q9HC16. recombinant A3G, ssDNA deamination FAM/TAMRA fluorescence;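 active = inhibition of at least 40% at 20 µM, with no more than 30% in the related APOBEC3A deaminase screen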;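 also: plate controls were DMSO wells with A3G for no effect and wells lacking A3G enzyme for full effect; some compounds called inactive have numbers as strong as hits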
Target sequence (Q9HC16 whole entry, looked up): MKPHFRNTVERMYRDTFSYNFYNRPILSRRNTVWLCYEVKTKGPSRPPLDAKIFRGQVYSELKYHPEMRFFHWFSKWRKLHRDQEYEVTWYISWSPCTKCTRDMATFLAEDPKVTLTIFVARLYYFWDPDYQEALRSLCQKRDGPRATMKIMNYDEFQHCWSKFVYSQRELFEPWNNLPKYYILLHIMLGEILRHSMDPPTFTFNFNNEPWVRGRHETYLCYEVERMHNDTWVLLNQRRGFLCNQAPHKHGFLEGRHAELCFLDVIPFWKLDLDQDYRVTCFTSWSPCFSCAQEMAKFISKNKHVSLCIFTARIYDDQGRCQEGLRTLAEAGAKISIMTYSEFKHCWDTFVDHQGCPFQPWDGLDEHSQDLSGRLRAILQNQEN
MPTP block – mitochondrial permeability transition pore inhibitors, primary screen, biochemical, isolated mouse mitochondria, absorbance; 1.4% of 360,000 active; Ca2+ swelling absorbance, 30 min; AID 602449, 2012; inhibition, % at 10 µM;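 active = inhibition of 50% or more, scaled per plate between neutral and stimulator controls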;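 also: 0% = DMSO wells given calcium and 100% = 1 mM EGTA wells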
A3A deaminase – APOBEC3A ssDNA deaminase inhibitors, primary screen, selectivity assay for APOBEC3G inhibitor project, biochemical, FAM/TAMRA oligo cleavage fluorescence; inhibition, % at 20 µM; AID 493011, 2011; recombinant A3A, FAM/TAMRA ssDNA deamination fluorescence; 0.41% of 330,000 active; DNA dC->dU-editing enzyme APOBEC-3A (Homo sapiens), P31941;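 active = at least 40% inhibition at 20 µM here, with at most 30% in a related deaminase screen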;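 also: plate controls were A3A with DMSO for no effect and wells lacking A3A enzyme for full effect; some results filed as inactive read as strong as hits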
Target sequence (P31941 whole entry, looked up): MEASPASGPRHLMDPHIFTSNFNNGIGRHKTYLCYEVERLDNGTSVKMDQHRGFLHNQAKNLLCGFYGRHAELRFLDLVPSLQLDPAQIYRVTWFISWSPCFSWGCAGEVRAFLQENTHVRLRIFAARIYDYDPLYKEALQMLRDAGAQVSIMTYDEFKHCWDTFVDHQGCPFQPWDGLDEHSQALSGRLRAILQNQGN
MIN6 prolif – inducers of MIN6 beta-cell proliferation, primary screen, ATP luminescence, uHTS; proliferation, % at 10 µM; 0.29% of 330,000 active; AID 2380, 2010; MIN6 cells proliferation, ATPlite luminescence, 48 h; cells starved in 0.2% serum; 100% = growth in 10% serum;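 active = compounds whose signal lies at least 3.5 SD above the mean of all wells on their plate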;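 also: 0% = DMSO-treated cells in low-serum medium and 100% = 10% serum control; some compounds called inactive have numbers as strong as hits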
mIAP block – inhibitors of mouse IAP, primary screen, biochemical, luminescence, uHTS; intestinal alkaline phosphatase [Mus musculus]; purified mouse IAP, CDP-Star luminescence, 30 min; inhibition, % at 10 µM; 0.2% of 330,000 active; AID 2806, 2010;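 active = inhibition of at least 40% at 10 µM in the primary screen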;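 also: plate controls were DMSO with enzyme for no effect and no enzyme wells for full effect; values of inactives mirror those of a sister screen read the other way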
hIAP act – human IAP activators, primary screen, biochemical, luminescence, uHTS; Intestinal-type alkaline phosphatase (Homo sapiens), P09923; purified human IAP, CDP-Star luminescence, 30 min; hits give high values; 1 = vehicle-only enzyme, 0 = enzyme-free background; activation factor at 10 µM; 0.16% of 330,000 active; AID 2524, 2010;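 active = activation factor of the enzyme at least 2-fold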; also: the source names both 10 and 20 µM as test concentration; values of inactives mirror those of a sister screen read the other way
GRIN3A LBD mod – binders of NR3A ligand-binding domain, primary screen, biophysical, differential scanning fluorimetry, uHTS | Glutamate receptor ionotropic, NMDA 3A (GRIN3A) ligand-binding domain | NR3A LBD differential scanning fluorimetry, Tm shift; 0% = protein alone, 100% = glycine-bound protein | Tm shift relative to glycine control, % at 25 µM | 2.5% of 340,000 active;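 active = melting temperature shift of at least 10% of the positive control shift, at one fixed dose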
Numbers without * were called inactive; x = not tested or not shown.

SMILES	mIAP act	hIAP block	APOBEC3G inh	MPTP block	A3A deaminase	MIN6 prolif	mIAP block	hIAP act	GRIN3A LBD mod
Cc1cc(C)nc(NNC2=CC(=O)CC(C)(C)C2)n1	0.95	-10	-7	0.4	-6	-1	5	1.1	-19
Cc1nccn1Cc1ccccc1	1	-22	-7	1.8	-3	-1	-3	1.2	1
CC(=O)Nc1ccc(S(=O)(=O)N(C)CC(=O)OCC(=O)N2CCc3ccccc32)cc1	0.97	-9	-3	-1.0	1	-3	3	1.1	1
CNc1c(NS(=O)(=O)c2cc(Cl)ccc2OC)c(=O)oc2ccccc12	1	6	-4	0.7	-2	0	-1	0.94	2
CCC(C)n1ncn(-c2ccc(N3CCN(c4ccc(O)cc4)CC3)cc2)c1=O (centres undefined)	1	-15	5	0.8	-7	0	0	1.2	2
NNc1nc(Nc2ccccc2)nc(Nc2ccccc2)n1	0.92	-27	-5	0.1	-3	-1	8	1.3	-1
Cc1ccc(Cl)c(N/C=C/C(=O)c2ccccc2)c1	0.98	-13	-4	2.7	-4	0	2	1.1	0
O=C(NN=C1CCCCCCC1)c1ccc2ccccc2n1	0.99	-17	-4	-2.3	1	1	1	1.2	0
CS(=O)(=O)c1cccc(C(=O)OCC(=O)NCc2cccs2)c1	1	5	-4	-1.4	0	2	-1	0.95	0
O=C(CNC(=O)C1CCCCC1)NCCCO	1.1	-3	-3	-0.5	0	0	-8	1	2
Cc1cccc(CCN(C(=O)c2csnn2)C(C(=O)NC2CCCC2)c2ccco2)c1 (centres undefined)	1	-33	-4	0.6	-4	-4	-3	1.3	1
Oc1ccc(/C=N/Nc2ccc(C(F)(F)F)cn2)c(O)c1	0.9	-36	-4	2.4	0	-5	10	1.4	x
CC(=O)N(CCN1CCOCC1)Cc1cc2cc3c(cc2nc1Cl)OCO3	0.96	-2	-4	-1.1	-1	1	4	1	-2
Cc1ccc2c(c1)c1c3n2CCN(C(=O)CN2CCN(C)CC2)C3CCC1 (centres undefined)	1	-23	-1	75*	3	-6	-3	1.2	0
CCC(=O)Nc1c(-c2ccccc2Cl)c(=O)c2ccccc2n1C	1.1	-6	-14	-1.1	-3	0	-10	1.1	1
COc1ccc(C)cc1NC(=S)N1CCN(c2ncccn2)CC1	1	0	-10	-0.8	-3	6	-4	1	-2
CN(C)c1ccc(NC(=O)CCN2CCN(c3ccccn3)CC2)cc1	1.1	-4	-1	0.5	0	-3	-6	1	2
c1ccc(COC(CN2CCCCCC2)CN2CCCCCC2)cc1	0.96	-16	-7	3.0	-4	-3	4	1.2	-2
O=C(Cc1c(F)cccc1Cl)Nc1ccncc1	1	-18	-1	-1.1	-5	-1	0	1.2	0
Cc1ccccc1NC(=O)Cc1c[nH]c2ccccc12	0.96	10	-2	0.0	-6	0	4	0.9	-1
O=C(COc1ccc(Cl)cc1)NNC(=O)c1ccccn1	0.82	0	-3	-2.4	-3	-2	18	1	1
O=C(CC(=O)NC1CCCCC1)N/N=C/c1cccc2ccccc12	0.93	6	-6	-2.0	0	1	7	0.94	-1
CNC(=O)c1nc[nH]c1C(=O)NC	1	-3	-6	0.3	0	-2	0	1	-1
CCOC(=O)CCP(=O)(O)C(C)(O)c1ccccc1 (centres undefined)	0.91	26	-5	-0.9	-2	1	9	0.73	-1
CCCN(CC1CCCO1)C(=O)CCc1nnc(CCc2ccc(OC)cc2)o1 (centres undefined)	0.98	-22	-6	-1.5	-4	-1	2	1.2	2

2 records picked at random from those above:
SMILES	mIAP act	hIAP block	APOBEC3G inh	MPTP block	A3A deaminase	MIN6 prolif	mIAP block	hIAP act	GRIN3A LBD mod
O=C(CNC(=O)C1CCCCC1)NCCCO	1.1	-3	-3	-0.5	0	0	-8	1	2
Cc1nccn1Cc1ccccc1	1	-22	-7	1.8	-3	-1	-3	1.2	1

(continued)
SMILES	mIAP act	hIAP block	APOBEC3G inh	MPTP block	A3A deaminase	MIN6 prolif	mIAP block	hIAP act	GRIN3A LBD mod
O=C(CSC(=S)N1CCOCC1)Nc1ncc2c(n1)CC(c1ccco1)CC2=O (centres undefined)	1	-6	-10	1.0	-2	1	0	1.1	-1
COc1ccccc1CCNS(=O)(=O)c1cc2c3c(c1)C(C)C(=O)N3CCC2 (centres undefined)	1	-12	-3	-0.3	-1	-1	-4	1.1	-1
COc1ccc(-n2c(Cc3cccn3C)nnc2SCC(=O)NCc2ccco2)cc1	1.1	2	-4	-1.3	-3	4	-15	0.98	0
CC(=O)Nc1ccc(N2S(=O)(=O)c3ccccc3S2(=O)=O)cc1	1.1	-15	-1	-2.1	-10	-3	-10	1.1	11*
CCOC(=O)N1CCN(CC(=O)Nc2ccc(F)cc2)CC1	0.94	-7	-1	-0.7	6	-3	6	1.1	-1
COC(=O)CN(C#N)c1nc(C)cc(C)n1	0.98	8	-5	-0.3	-2	-1	2	0.92	-2
O=C(COC(=O)c1cccnc1Nc1cccc(C(F)(F)F)c1)NCc1ccc2c(c1)OCO2	1	9	1	8.0	1	-4	-3	0.91	4
Cc1cc(C(=O)CN2C(=O)NC3(CCCC3)C2=O)c(C)n1-c1ccc2c(c1)OCO2	1	4	-5	0.9	-2	1	-3	0.96	-2
OC1(C(F)(F)F)CC(O)(C(F)(F)F)n2nc(-c3ccccc3)cc2N1 (centres undefined)	0.96	10	-1	9.4	2	-1	4	0.9	-7
Cc1cc(-c2ccc(Cl)cc2)oc(=O)c1NC(=O)c1ccccc1	0.9	19	-9	1.0	-7	0	10	0.81	-2
CN1CCCC(OC(=O)/C(C#N)=C/c2ccccc2)C1 (centres undefined)	1.1	2	14	1.0	-6	-5	-11	0.98	1
Cc1cc(C)cc(OCC(=O)Nc2nc3ccc([N+](=O)[O-])cc3s2)c1	0.96	14	-7	50*	-2	-4	4	0.86	-26
CSc1nc(C)cc(Oc2ccc(OCCOc3ccccc3)nn2)n1	0.95	3	0	-0.2	6	1	5	0.97	1
CCOC(=O)C1=CNS(=O)(=O)NC1c1ccc(C(F)(F)F)cc1 (centres undefined)	0.98	x	1	-1.4	0	x	2	x	3
COc1cc(OC)c(C(=O)NCc2ccco2)cc1OC	0.95	14	-3	-1.3	0	-2	5	0.86	0
Cc1ccc(S(=O)(=O)N(CC(=O)N2CCN(c3ccccc3F)CC2)C2CCCCC2)cc1	1	14	-10	7.1	1	-3	-4	0.86	1
CCOc1ccc(OCCC(=O)OCC(=O)NCCc2ccc(S(N)(=O)=O)cc2)cc1	1.1	4	-10	-1.4	0	-2	-11	0.96	1
O=C(NCCCN1CCCC1=O)c1cc2nc(-c3ccco3)cc(C(F)(F)F)n2n1	0.99	7	-14	0.0	-1	-1	0	0.93	3
O=S(=O)(NCC1CCCO1)c1ccc(-c2ccc(S(=O)(=O)NCC3CCCO3)cc2)cc1 (centres undefined)	1	0	-9	86*	-4	-6	-3	1	1
CC(C)(C)n1nc2c(c1NC(=O)c1cccc(C(F)(F)F)c1)CS(=O)C2 (centres undefined)	0.98	-4	-4	2.4	-2	-4	2	1	-3
COC(=O)[C@@H](NC(=O)Nc1cc(Cl)ccc1C)C(C)C	0.97	3	0	0.0	2	-4	3	0.97	0
COc1cc(C(=S)N2CCOCC2)ccc1OC(=O)c1cc([N+](=O)[O-])c(C)c([N+](=O)[O-])c1	0.99	3	-9	-0.1	-2	1	1	0.97	1
COc1cc2c(cc1OC)C(C)N(C(=O)C1COc3ccccc3O1)CC2 (centres undefined)	1.1	-19	-8	0.2	-5	-1	-12	1.2	9
NC(Cc1ccccc1)C(O)(c1ccccc1)c1ccccc1 (centres undefined)	1	7	-17	2.2	-6	-2	0	0.93	1
CCOc1ccc(N=Nc2ccc(O)c3ncccc23)cc1	0.87	6	7	5.5	5	-5	13	0.94	-2

Additional entries.
SMILES	mIAP act	hIAP block	APOBEC3G inh	MPTP block	A3A deaminase	MIN6 prolif	mIAP block	hIAP act	GRIN3A LBD mod
O=C1CCN(S(=O)(=O)c2cccs2)c2ccc(C(F)(F)F)cc2N1	1	2	-4	-1.0	-3	-3	-2	0.98	-1
Cc1cccc(-n2c(N)c(-c3nc4ccccc4n3C)c3nc4ccccc4nc32)c1	1.2	-22	-7	2.2	-1	0	-17	1.2	0
Cc1[nH]nc(NCCO)c1[N+](=O)[O-]	1	-7	-5	0.6	3	-2	-1	1.1	0
CCOc1ccc(C2Nc3ccccc3C(CC)(CC)O2)cc1 (centres undefined)	1	-9	-8	-1.0	-2	0	-2	1.1	0
CN(CC(=O)Nc1ccccc1Br)C(=O)c1cccc([N+](=O)[O-])c1	0.92	15	-8	1.0	-2	-1	8	0.85	-5
CCCc1c(O)nc(SCCN(CC)CC)n(C(=O)c2ccccc2)c1=O	0.9	6	-9	2.9	-6	-2	10	0.94	-1
COC(=O)C1=C(C)N=C2SC(C)C(=O)N2C1c1ccc(C(=O)OC)cc1 (centres undefined)	0.95	2	-2	-2.1	3	2	5	0.98	-7
COc1cc(C(=O)NCC(c2ccco2)N2CCc3ccccc3C2)cc(OC)c1OC (centres undefined)	0.99	2	-4	-1.3	-1	1	1	0.98	-1
Cc1ccc(CSc2ccc(-c3cccs3)nn2)cc1	0.99	10	-6	3.2	3	0	1	0.9	14*
CCc1nc(N2CCN(C(C)=O)CC2)c2c3c(sc2n1)CC(C(C)(C)C)CC3 (centres undefined)	1.1	-12	-7	0.5	-7	-5	-8	1.1	0
O=C(c1ccc(N2CCOCC2)cc1)c1cccs1	1.1	10	-1	2.2	3	-5	-5	0.9	-1
O=C(O)c1cc(-c2cccc(Cl)c2)nc2nc(N3CCCCC3)sc12	0.88	-5	-4	0.1	2	-6	12	1.1	-10
CCCCC1=CC2=C(c3ccco3)C(=O)C(C)(OC(=O)c3ccc(OC)cc3)C(=O)C2=CN1C1CC1 (centres undefined)	0.97	0	-7	1.1	-2	-3	3	1	-1
Cc1ccccc1N1CCN(C2CCCN(C(=O)c3ccccn3)C2)CC1 (centres undefined)	0.95	-19	-4	-1.4	-4	0	5	1.2	-5
Cc1ccccc1C(=O)NNC(=S)NC(=O)c1ccc(Cl)cc1Cl	0.89	-17	-6	76*	-3	-3	11	1.2	-13
CCN(CC(=O)Nc1ccccc1OC)C(=O)CC1CC2CCC1C2 (centres undefined)	1.1	-27	1	0.6	-3	-4	-9	1.3	2
CCOC(=O)c1c(C)nc(C)c(C(=O)OCC)c1-c1ccccc1	0.91	-2	-1	-0.8	1	-2	9	1	-3

Ordered by the number under A3A deaminase (low to high): 5 from the list above.
compound,A3A deaminase
CCc1nc(N2CCN(C(C)=O)CC2)c2c3c(sc2n1)CC(C(C)(C)C)CC3 (centres undefined),-7
CCCc1c(O)nc(SCCN(CC)CC)n(C(=O)c2ccccc2)c1=O,-6
Cc1ccccc1N1CCN(C2CCCN(C(=O)c3ccccn3)C2)CC1 (centres undefined),-4
Cc1cccc(-n2c(N)c(-c3nc4ccccc4n3C)c3nc4ccccc4nc32)c1,-1
COC(=O)C1=C(C)N=C2SC(C)C(=O)N2C1c1ccc(C(=O)OC)cc1 (centres undefined),3

Bioassay records from PubChem BioAssay.
